Bioassay records from PubChem.
ERp5 block = inhibitors of ERp5-driven insulin aggregation, primary screen, biochemical, turbidity, absorbance 650 nm, single point | Protein disulfide-isomerase A6 (Homo sapiens), Q15084 | 90 min | inhibition, % at 9.99 µM | 350,000 compounds, 0.05% hits | AID 651711, 2012;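 active = mean replicate inhibition above about 25%, with every replicate also reaching it, limit read from the data, passing the limit was not always enough; inconclusive = only one of those two criteria met; inactive = neither criterion met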
Target sequence (Q15084 whole entry, looked up): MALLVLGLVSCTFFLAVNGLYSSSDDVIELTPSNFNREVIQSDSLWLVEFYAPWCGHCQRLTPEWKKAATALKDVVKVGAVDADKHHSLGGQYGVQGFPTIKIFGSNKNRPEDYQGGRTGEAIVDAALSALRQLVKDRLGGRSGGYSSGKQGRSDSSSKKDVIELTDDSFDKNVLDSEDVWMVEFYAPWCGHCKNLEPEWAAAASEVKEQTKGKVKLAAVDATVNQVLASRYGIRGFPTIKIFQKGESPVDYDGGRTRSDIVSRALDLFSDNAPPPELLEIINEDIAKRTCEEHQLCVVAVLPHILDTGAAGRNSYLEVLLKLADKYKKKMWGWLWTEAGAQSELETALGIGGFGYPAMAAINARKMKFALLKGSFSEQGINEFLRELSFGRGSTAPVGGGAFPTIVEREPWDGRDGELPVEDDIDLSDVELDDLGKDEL
miR122 inh = miR-122 Renilla sensor signal increase in Huh7, primary screen, miR-122 inhibitor project, cell-based, single point, plate reader; Huh7 miR-122 Renilla luciferase sensor, 48 h; neutral wells = 0, positive control = 100; 340,000 compounds, 0.3% hits; AID 602342, 2012; activation (reporter increase), % at 12.5 µM;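 active = mean replicate activation score at least 90 and every replicate individually at or above 90; inconclusive = only one of the two criteria met; inactive = neither criterion met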;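 note: higher luciferase means less miR-122 activity so hits act as miR-122 inhibitors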
SIRT5 block = SIRT5 desuccinylase inhibitors, primary screen, biochemical, fluorescence imaging, single point, set 5; Purified SirT5, succinyl-peptide AMC, trypsin-coupled fluorescence; inhibition, % at 15 µM; 330,000 compounds, 1.1% hits; in the data active = inhibition above about 15%; inconclusive = no clear call, values can overlap the other calls
Target sequence (Q9NXA8 whole entry, looked up): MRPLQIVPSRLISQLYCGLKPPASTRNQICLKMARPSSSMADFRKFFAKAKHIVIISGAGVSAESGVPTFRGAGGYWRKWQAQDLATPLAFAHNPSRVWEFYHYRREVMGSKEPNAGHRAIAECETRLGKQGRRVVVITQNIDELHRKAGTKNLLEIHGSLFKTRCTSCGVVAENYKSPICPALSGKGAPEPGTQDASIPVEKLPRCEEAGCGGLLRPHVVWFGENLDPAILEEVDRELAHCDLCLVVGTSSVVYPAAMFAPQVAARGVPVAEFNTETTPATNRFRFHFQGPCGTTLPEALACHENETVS
Cneo AK release = Cryptococcus neoformans cell lysis inducers, primary screen, AK release luminescence, single concentration | C. neoformans lysis, adenylate kinase release luminescence, 4 h; normalised: neutral wells 0, clomiphene wells 100 | lysis activity, % at 15 µM | 360,000 compounds, 0.2% hits;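 active = mean lysis activity across replicates of at least 80%, whatever share of replicates individually reach that level; inactive = mean lysis activity below 80%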
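Material – Cryptococcus neoformans yeast cells · Quantity – 5 × 10^6 yeast cells/mL · Buffer or medium – YPD medium · Compound – single dose · Timing – 4 h static compound exposure, 37 °C, read 1 h post-reagent · Signal – adenylate kinase release luminescence · Read-out basis – lysis from increased AK signal · Benchmarks – Clomiphene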
esBAF inh = Bmi1 luciferase reporter increase in mESCs, primary screen, esBAF inhibitor project, mouse ES cells, Bmi1 luciferase knock-in, single point | 24 h; 100% = twice the neutral-well signal | reporter increase, % at 12.5 µM | 350,000 compounds, 2% hits | AID 602393, 2012; in the data active = activation above about 40%; inconclusive = no clear call, values can overlap the other calls;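 note: 0% = median of the plate's neutral control wells and 100% = double that signal; a rise in the Bmi1 reporter signal indicates esBAF inhibition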
ARNT-TACC3 inh = disruptors of ARNT/TACC3 protein interaction, primary screen, biochemical, AlphaScreen, single concentration; Transforming acidic coiled-coil-containing protein 3 (Homo sapiens), Q9Y6A5; AlphaScreen His-ARNT PAS-B/GST-TACC3 binding, luminescence; TACC3 fragment carries E629A point mutation; inhibition, % at 9.99 µM; 390,000 compounds, 0.66% hits; AID 623870, 2012;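 active = mean inhibition of replicates at least 50% and at least half of replicates each reaching 50%; inconclusive = half or more replicates reach 50% but mean below 50%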;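 note: 0% = complete ARNT plus TACC3 wells and 100% = ARNT alone without TACC3; many hits fall short of the cut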
Statin myotox sup = suppressors of statin myotoxicity in C2C12 myotubes, primary screen, cell-based, single point, plate reader. C2C12 myotubes + simvastatin, ATP luminescence, 48 h; scaled: DMSO 0, geranylgeraniol control 100. 330,000 compounds, 0.78% hits. rescue of ATP level, % at 7.49 µM;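 active = mean ATP rescue above about 67%, or every replicate alone reaching that limit, limit read from the data, passing the limit was not always enough; inconclusive = no clear call, values can overlap the other calls; inactive = mean under the limit and some replicate under it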;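 note: myotubes were challenged with 10 µM simvastatin during compound exposure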
* = called active by the depositor; ? = inconclusive; / = no result given; [ ] = remark or other dose.

SMILES | ERp5 block | miR122 inh | SIRT5 block | Cneo AK release | esBAF inh | ARNT-TACC3 inh | Statin myotox sup
Nc1ccccc1S(=O)(=O)NC1=NCCCCC1 | / | 7 | / | 1 | -4 | 9 | -6
CN1C(=O)c2ccccc2N(C)C1c1ccccc1Cl (stereo unspecified) | 4 | / | -11 | / | / | -11 | /
CCOC(=O)C1=C(C)NC(=O)NC1/C=C/c1ccccc1OC (stereo unspecified) | 10 | / | -5 | / | / | 31 | /
Fc1ccccc1CNC(=S)NC1CCCCC1 | -2 | 34 | -18 | 7 | / | 2 | /
CC(=O)N1CCN(C(=O)CNC(=O)c2ccc(C)s2)CC1 | -4 | / | 1 | 2 | 3 | -1 | 0
Cc1cc(NC(=O)CSc2nnc(-c3ccc(O)cc3)o2)no1 | 4 | -4 | -5 | -1 | 12 | 47* | -16
CC(C)(C)C(=O)Nc1ccc(F)cc1[N+](=O)[O-] | 2 | / | -4 | / | / | -2 | /
O=C(c1cccc(S(=O)(=O)N2CCCC2)c1)N(Cc1ccco1)C1CCS(=O)(=O)C1 (stereo unspecified) | -9 | -3 | 18* | 4 | 4 | -5 | -4
O=C(O)c1cc(N2C(=O)C3C4C=CC(C4)C3C2=O)ccc1N1CCOCC1 (stereo unspecified) | -4 | / | -2 | / | / | -3 | /
COCc1nnc(NC(=O)C(C)C)s1 | / | -4 | / | 1 | -5 | -4 | 3

4 entries out of the list above, sorted by the value under ARNT-TACC3 inh, rising.
| smiles | ARNT-TACC3 inh |
| --- | --- |
| O=C(c1cccc(S(=O)(=O)N2CCCC2)c1)N(Cc1ccco1)C1CCS(=O)(=O)C1 (stereo unspecified) | -5 |
| COCc1nnc(NC(=O)C(C)C)s1 | -4 |
| CC(C)(C)C(=O)Nc1ccc(F)cc1[N+](=O)[O-] | -2 |
| CCOC(=O)C1=C(C)NC(=O)NC1/C=C/c1ccccc1OC (stereo unspecified) | 31 |

(list continues)
SMILES | ERp5 block | miR122 inh | SIRT5 block | Cneo AK release | esBAF inh | ARNT-TACC3 inh | Statin myotox sup
C[C@@H]1CN([C@H](C)CO)C(=O)c2cccc(NS(=O)(=O)c3cccs3)c2O[C@@H]1CN(C)S(=O)(=O)c1ccc(F)cc1 | 7 | 10[16.7 µM] | -4 | -1 | -2 | -13 | 15
Nc1ncc(Br)cc1S(=O)(=O)NCCC(=O)N1CCN(c2ccccn2)CC1 | 2 | 0 | -1 | -2 | -2 | -5 | -9
Cc1ccccc1C(C)NS(=O)(=O)c1ccc2c(c1)OCCO2 (stereo unspecified) | -21 | 46 | -11 | 1 | -4 | 1 | -29
CN1CCN(C2=NC(=O)/C(=C/c3ccccc3OS(=O)(=O)c3ccccc3)S2)CC1 | 1 | / | 2 | / | -11 | -1 | -20
C[C@H]1CN([C@@H](C)CO)C(=O)c2cc(C#Cc3ccccn3)cnc2O[C@@H]1CN(C)C(=O)c1ccccn1 | -4 | -6[16.7 µM] | 8 | 3 | -2 | 1 | -1
COC(=O)C(Cc1ccccc1)NS(=O)(=O)c1ccccc1Br (stereo unspecified) | / | 17 | / | 6 | -3 | -2 | 24
OC(CN1CCN(c2ccccc2F)CC1)c1ccc(F)cc1 (stereo unspecified) | 2 | 5 | -3 | -8 | 10 | -5 | 8
O=C(Nc1ccc(C(F)(F)F)cc1)Nc1ccc2c(c1)[C@H]1C[C@H](CC(=O)N3CCc4ccccc4C3)O[C@H](CO)[C@H]1O2 | 3 | 4[16.7 µM] | 13 | -1 | 4 | -3 | -17
CCCCNC(=O)CN(c1cccc(F)c1)S(C)(=O)=O | / | 2 | / | 1 | 0 | -13 | -7
CSCCC(NC(=O)c1ccco1)C(=O)N1CCC(C(N)=O)CC1 (stereo unspecified) | 5 | / | -1 | / | / | -4 | /

Quoted at random: two compounds from above.
SMILES | ERp5 block | miR122 inh | SIRT5 block | Cneo AK release | esBAF inh | ARNT-TACC3 inh | Statin myotox sup
CN1C(=O)c2ccccc2N(C)C1c1ccccc1Cl (stereo unspecified) | 4 | / | -11 | / | / | -11 | /
COC(=O)C(Cc1ccccc1)NS(=O)(=O)c1ccccc1Br (stereo unspecified) | / | 17 | / | 6 | -3 | -2 | 24

Next results.
SMILES | ERp5 block | miR122 inh | SIRT5 block | Cneo AK release | esBAF inh | ARNT-TACC3 inh | Statin myotox sup
COc1ccc(CCNC(=O)C2(C)CCC(=O)N2Cc2ccc(F)cc2Cl)cc1OC (stereo unspecified) | 3 | / | -4 | 2 | 10 | -2 | 7
NNC(=O)CN1CCN(c2ncc(C(F)(F)F)cc2Cl)CC1 | -44 | -4 | -3 | / | -15 | -3 | 10
CC1(C(=O)O)CCN1C(=O)c1ccccc1F (stereo unspecified) | 1 | 2 | / | -1 | -3 | / | -7
CC(C)Oc1ccccc1OCCCOc1cccc2cccnc12 | -3 | 1 | -3 | -2 | 10 | -6 | -27
COC(=O)c1cccc(Nc2ncnc3sccc23)c1 | -2 | / | 2 | / | / | -2 | /
C[C@H]1CN([C@@H](C)CO)C(=O)CCCn2cc(nn2)CO[C@H]1CN(C)S(=O)(=O)c1ccc(C#N)cc1 | 1 | -4[16.7 µM] | 1 | 0 | -2 | -3 | 1
Cc1c(S(=O)(=O)Nc2ccc(Br)cc2)c(=O)n(C)c(=O)n1C | 3 | -4 | -5 | 1 | 0 | -3 | 13
Cc1onc(-c2ccccc2)c1-c1ccc(S(N)(=O)=O)cc1 | 6 | 1 | 5 | -5 | -11 | -5 | 21
Cc1ccc2nc(SCC(=O)N3CCCCCC3)nc(=O)n2c1 | 2 | / | 1 | -2 | -10 | -2 | 4
NC(=O)C1CCN(C(=O)c2cccc(S(=O)(=O)N3CCc4ccccc4C3)c2)CC1 | ? | / | 1 | / | / | 0 | /
CC(=O)Nc1ccc(N/C=C2/CCCC2=O)cc1 | 5 | 5 | 0 | -5 | / | -1 | /
CCCCN(C(=O)c1cc2c(s1)CCC2)c1c(N)n(CCCC)c(=O)[nH]c1=O | -2 | 6 | -1 | 0 | 4 | -2 | 2
O=[N+]([O-])c1ccc(CS(=O)(=O)N2CCN(c3ccccc3)CC2)cc1 | 4 | -5 | -5 | 2 | 5 | -1 | 4
Cc1cc(C)cc(NC(=O)NNC(=O)c2cc3occc3[nH]2)c1 | 3 | -8 | -1 | 0 | -5 | 2 | 5
CCS(=O)(=O)c1ccc2oc(Nc3ccccc3Cl)nc2c1 | -1 | 4 | -1 | -1 | ? | -6 | -14
COc1ccc(-c2nc(NC(=O)c3[nH]c(C)c(C(C)=O)c3C)sc2C)cc1 | 0 | / | -4 | / | / | 4 | /
CCOc1ccc(NC(=O)N2CCN(Cc3ccc4c(c3)OCO4)CC2)cc1 | -1 | / | 0 | / | / | 1 | /
c1csc(Cn2c(-c3cccs3)nc3ccccc32)c1 | -12 | -8 | -13 | / | 5 | 18 | -23
CCCC(C(=O)Nc1ccc(S(=O)(=O)Nc2nccs2)cc1)c1ccccc1 (stereo unspecified) | 8 | 85 | 1 | -9 | -4 | 2 | 1
Cc1ccc(S(=O)(=O)Cc2ccc(C(=O)N3CCCCC3C)cc2)cc1 (stereo unspecified) | 17 | -2 | 0 | -1 | / | -3 | /
COc1ccc(NC(=O)COC(=O)Cn2cnc3ccccc3c2=O)cc1OC | -4 | 4 | -1 | -1 | -7 | -6 | -1
C=CCn1c(O)c(N=NC(=O)CNC(=O)c2ccncc2)c2ccccc21 | -4 | / | 2 | 2 | 0 | -1 | -10
Clc1ccc(OCCn2ccnc2)c2ccccc12 | / | 5 | / | 1 | 4 | 1 | 7
S=c1nccc(-c2cc(Cl)sc2Cl)[nH]1 | / | -5 | / | 1 | -5 | -3 | 22
CCn1cc(C(=O)NCc2ccco2)c(=O)c2cc(S(=O)(=O)N3CCc4ccccc4C3)ccc21 | / | 4 | / | -1 | 0 | 0 | -9
CC(C)(C)NC(=O)CN1C(=O)/C(=C/c2ccccc2)SC1=S | -1 | / | -2 | / | / | 0 | /
CC(=O)N1CCN(c2ccc(Nc3ncnc4c3oc3ccccc34)cc2)CC1 | / | -4 | / | -3 | / | -1 | 3
O=C(NCCCN1CCOCC1)c1c(O)c2cc(Br)cc(Br)c2[nH]c1=O | / | -2 | / | 0 | -4 | 0 | -19
CCOc1ccc(CCNS(=O)(=O)c2ccc3c(c2)NC(=O)CO3)cc1OCC | 1 | -2 | -1 | -2 | 0 | -3 | -3
C[C@@H]1CN([C@H](C)CO)C(=O)c2cc(NC(=O)Cc3ccccc3)ccc2O[C@@H](C)CCCCO[C@H]1CN(C)S(=O)(=O)c1ccccc1 | -1 | 4[16.7 µM] | 10 | -2 | -1 | -2 | /
COc1ccc(S(=O)(=O)N(C)C[C@@H]2Oc3ncc(C#Cc4cccc(F)c4)cc3C(=O)N([C@H](C)CO)C[C@@H]2C)cc1 | -1 | -6[16.7 µM] | 13 | -3 | 4 | 7 | /
C[C@@H]1CCCCO[C@@H](CN(C)C(=O)Nc2ccc(F)cc2)[C@@H](C)CN([C@H](C)CO)C(=O)c2cc(NS(=O)(=O)c3cccs3)ccc2O1 | 8 | 13[16.7 µM] | 9 | -2 | -3 | -29 | 7
COc1ccccc1CNC(=O)c1ccccc1OCc1ccc(F)cc1 | / | 5 | / | 2 | 1 | -1 | 6
Cc1ccc(S(=O)(=O)c2nc(NCc3ccc4c(c3)OCO4)sc2Cl)cc1 | / | 2 | / | 2 | -1 | -12 | 41
Cn1c(=O)n(C)c2cc(NC(=O)COc3ccc(Cl)cc3)ccc21 | 2 | / | -1 | 0 | / | 1 | /
Cc1ccccc1OCC(=O)NNC(=O)c1cc(S(=O)(=O)N(C)C)ccc1N1CCCC1 | -6 | -5 | -2 | 2 | -1 | -2 | 3
CC12CC3(C)CC(C)(C1)CC(C(N)=O)(C2)C3 | 3 | / | 2 | / | / | 3 | /
CC(=O)Nc1ccc(-c2csc(Nc3ccc(S(N)(=O)=O)cc3)n2)cc1 | -2 | -3 | 0 | 4 | 5 | -2 | -7
CC1=C(C(=O)OC(C)C)C(c2ccccc2Cl)CC(=O)N1 (stereo unspecified) | / | -3 | / | 0 | 1 | -3 | -10
CN(C)C(=S)NC(=O)c1cccc(Cl)c1 | 4 | / | -1 | 2 | / | -1 | /
O=C(c1ccccc1)N1CCC(c2nc3c(nnn3Cc3ccco3)c(=O)[nH]2)CC1 | 1 | -8 | -2 | -1 | -2 | / | 17
CN1c2ccc(Br)cc2[C@@H]2[C@@H](CCN2S(=O)(=O)c2ccc(F)cc2)[C@H]1CO | 1 | -2[16.7 µM] | 6 | 60 | -7 | -2 | 1
COc1ccccc1Oc1ccc(Oc2ccccc2OC)cc1 | -2 | 6 | 3 | -1 | 10 | -7 | -4
COC(=O)[C@H]1[C@H](CO)[C@H]2Cn3c(ccc(-c4ccccc4F)c3=O)[C@H]2N1Cc1cccnc1 | 4 | 3[16.7 µM] | 0 | -1 | -4 | -7 | -15
CCCNC(=O)C[C@@H]1CC[C@@H]2[C@H](COc3ccc(NC(=O)C4CCCC4)cc3C(=O)N2C)O1 | -4 | 9[16.7 µM] | 1 | -4 | 2 | 1 | -17
COC(=O)c1ccc(CSC2=NC[C@@H]3[C@@H]4C(=O)N(C)C(=O)[C@@H]4[C@](C)(C(=O)OC)N23)cc1 | 0 | -2 | -1 | 1 | 8 | 6 | 12
O=C(Cc1nc2ccccc2[nH]1)c1ccc(Cl)cc1 | 1 | 3 | -2 | 9 | 33 | 4 | 3
COC(=O)c1ccc(Oc2nc3ccccc3n3c(C)nnc23)cc1 | 2 | / | 1 | / | / | 3 | /
CCOc1ncccc1C(=O)OCCCC(=O)c1ccc(Br)cc1 | -1 | -6 | -8 | -2 | -8 | -4 | -2
